Screening results: PubChem, Broad Institute
RAD54 inh: inhibitors of human RAD54 branch migration | 360,000 tested, 0.14% active | Q92698 | RAD54 Holliday junction branch migration, FAM/BHQ fluorescence | inhibition, % at 10.4 µM;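 active means mean normalized replicate activity at least 40 and at least half of replicates scoring 40 or more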;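 further: 0% = median of neutral control wells and 100% = median of positive control wells; inhibitors cause a drop in the FAM fluorescence signal; in these data hits start at about 50%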
Target sequence (Q92698 whole entry, looked up): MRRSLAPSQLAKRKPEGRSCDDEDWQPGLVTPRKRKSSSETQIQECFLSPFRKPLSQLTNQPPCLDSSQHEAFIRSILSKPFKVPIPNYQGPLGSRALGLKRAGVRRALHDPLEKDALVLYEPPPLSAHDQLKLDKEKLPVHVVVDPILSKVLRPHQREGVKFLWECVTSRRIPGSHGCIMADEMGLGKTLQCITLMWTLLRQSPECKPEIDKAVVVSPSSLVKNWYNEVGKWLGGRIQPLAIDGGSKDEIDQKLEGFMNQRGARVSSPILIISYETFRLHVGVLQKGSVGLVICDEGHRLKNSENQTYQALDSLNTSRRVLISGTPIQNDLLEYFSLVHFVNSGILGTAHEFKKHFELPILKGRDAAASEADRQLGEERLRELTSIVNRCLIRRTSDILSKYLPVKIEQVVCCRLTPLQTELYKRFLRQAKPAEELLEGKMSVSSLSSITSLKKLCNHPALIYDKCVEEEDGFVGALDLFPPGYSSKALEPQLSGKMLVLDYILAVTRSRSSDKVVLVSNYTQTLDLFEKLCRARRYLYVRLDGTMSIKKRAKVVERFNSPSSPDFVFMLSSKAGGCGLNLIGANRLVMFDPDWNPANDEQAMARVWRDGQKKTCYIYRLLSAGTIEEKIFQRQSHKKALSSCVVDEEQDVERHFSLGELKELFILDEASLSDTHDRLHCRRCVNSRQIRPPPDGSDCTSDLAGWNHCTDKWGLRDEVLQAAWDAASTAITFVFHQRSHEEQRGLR
An asterisk follows results filed as active. A portion of the library; rates above refer to the full screens.

SMILES	RAD54 inh
CCN(CC)CCOC(=O)/C=C/c1ccccc1OC	4
CCOc1ccccc1NC(=O)c1ccccc1-c1nc(-c2ccccc2)no1	-1
Cc1ccc(-n2nc(-c3cccnc3)cc2C(=O)N2CCOCC2)c(C)c1	6
COCCn1c(SCC(=O)NCc2ccco2)nc2cccnc21	0
Oc1ccc(C=Nc2ccc(N3CCOCC3)cc2)c(O)c1	1
O=C(c1cnsn1)N1CCN(c2ccccc2)CC1	-7
Cc1cc2n(n1)C(c1cccs1)Nc1ccccc1-2 (centres undefined)	8
Cc1ccc(NC(=O)c2cc(N3C(=O)C4CC=CCC4C3=O)ccc2N2CCCCC2)cc1 (centres undefined)	0
Cc1cc(C)cc(NS(=O)(=O)c2ccc3[nH]cc(C(=O)NCc4ccco4)c(=O)c3c2)c1	6
O=C(NNC(=O)c1ccco1)c1cccc([N+](=O)[O-])c1	-10
COC(=O)c1sccc1NC(=O)CSc1nnnn1-c1ccccc1C	-6
CCOc1ccccc1-n1c(SCC(=O)NC(C)CC)nnc1-c1ccoc1C (centres undefined)	-5
O=S1(=O)C=C(SCc2ccccc2)Nc2ccccc21	-6
C/C(=N\O)c1ccc2c3c([nH]c2c1)CCCC3	2
O=C(/C=C/c1cccc([N+](=O)[O-])c1)Nc1ccc(NC(=O)c2cccs2)cc1	-8
c1ccc(C2c3c(ccc4ccccc34)Oc3ncn4nc(-c5ccco5)nc4c32)cc1 (centres undefined)	-6
Cc1ccc(-c2nn(-c3ccccc3)cc2/C=N/NC(=O)CSc2nnc(C)n2-c2ccccc2)cc1	7
CCOC(=O)c1cnn(-c2nc(SC)nc3sc4c(c23)CCCC4)c1N	3
O=C(CN1CCC(NC(=O)c2ccccc2F)CC1)NCc1ccc(F)cc1	-10
COc1ccc(CCNC(=O)CSc2nnc(CNC(=O)c3ccco3)o2)cc1OC	9
O=C(CC1CCCCC1)Nc1ncn[nH]1	10
Cc1cccc(C(=O)NC2CCN(CC(=O)N3CCOCC3)CC2)c1	0
O=c1/c(=C/c2ccco2)sc2nc(-c3ccccc3Br)nn12	-11
Cc1ccc(/C=C/C(=O)c2c(C)nc3ccccn23)cc1	2
O=C1COc2ccc(C(=O)/C=C/c3ccccc3)cc2N1	1
O=C(COc1ccccc1)Nc1ccc(S(=O)(=O)NCc2ccco2)cc1	-6
Cc1cccc(OC(=O)c2sc(Cl)nc2C)c1	-9
Cc1ccccc1C(=O)OCCN1CCOCC1	-2
CCc1cc(C(=O)N(C)CC(=O)N(CC(C)C)c2c(N)n(CC(C)C)c(=O)[nH]c2=O)sc1C	-6
COc1ccc(C(c2nnnn2Cc2ccccc2)N2CCN(c3nc4ccccc4s3)CC2)cc1OC (centres undefined)	-6
Cc1sc2ncnc(OCC(=O)N3CCN(S(=O)(=O)c4ccc(Cl)cc4)CC3)c2c1C	-3
CC(CCOS(N)(=O)=O)c1ccccc1 (centres undefined)	-1
C=CCn1c(C)cc(C(=O)CSc2nnc(NC(C)C)s2)c1C	1
c1ccn2c(SCc3ccc4c(c3)OCO4)nnc2c1	-2
Cc1nc2ccccn2c1/C(O)=C1\C(=O)C(=O)N(CCN2CCOCC2)C1c1cccnc1 (centres undefined)	-24
CCOCCSC1=C(C#N)C(c2cccs2)C(C(C)=O)=C(C)N1 (centres undefined)	-13
Fc1ccc(-c2nc3n(n2)Cc2ccccc2-3)cc1	1
O=C1c2sc3nc4c(c(=O)n3c2C(=O)N1c1ccccc1)CCC4	-4
FC(F)(F)c1cccc(Sc2cc(C(F)(F)F)nc(-c3ccccn3)n2)c1	2
Cc1ccc(-n2nc3c(c2NC(=O)c2ccc4c(c2)OCO4)CS(=O)C3)cc1 (centres undefined)	-5
O=S(=O)(c1cccs1)N1CCCc2ccccc21	-1
COc1cc(C(=O)Nc2ccc(S(=O)(=O)Nc3nccc(C)n3)cc2)cc(OC)c1OC	-7
Cc1ccc(N(C(=O)CCC(=O)Nc2cc(C)on2)C(C(=O)NC2CCCC2)c2cccs2)cc1 (centres undefined)	-13
S=C(NC1CCCCC1)N(CCc1nc2ccccc2[nH]1)C1CCCC1	7
Cc1nn(C)c(C)c1S(=O)(=O)N(CC(=O)NCCCOC(C)C)c1ccc(C(C)C)cc1	0
COC(=O)c1ccc2c(c1)SC1=C(CCCC1=O)N2	-1
CCOCC(=O)Nc1nc2ccc(OC)cc2s1	-6
COC(=O)C1CCN(C(=O)c2ccc(SC)cc2OC)CC1	6

Taken from the entries so far for reference:
SMILES	RAD54 inh
Cc1sc2ncnc(OCC(=O)N3CCN(S(=O)(=O)c4ccc(Cl)cc4)CC3)c2c1C	-3
CC(CCOS(N)(=O)=O)c1ccccc1 (centres undefined)	-1
C=CCn1c(C)cc(C(=O)CSc2nnc(NC(C)C)s2)c1C	1
c1ccn2c(SCc3ccc4c(c3)OCO4)nnc2c1	-2
Cc1nc2ccccn2c1/C(O)=C1\C(=O)C(=O)N(CCN2CCOCC2)C1c1cccnc1 (centres undefined)	-24
CCOCCSC1=C(C#N)C(c2cccs2)C(C(C)=O)=C(C)N1 (centres undefined)	-13
Fc1ccc(-c2nc3n(n2)Cc2ccccc2-3)cc1	1
O=C1c2sc3nc4c(c(=O)n3c2C(=O)N1c1ccccc1)CCC4	-4
FC(F)(F)c1cccc(Sc2cc(C(F)(F)F)nc(-c3ccccn3)n2)c1	2
Cc1ccc(-n2nc3c(c2NC(=O)c2ccc4c(c2)OCO4)CS(=O)C3)cc1 (centres undefined)	-5
O=S(=O)(c1cccs1)N1CCCc2ccccc21	-1
COc1cc(C(=O)Nc2ccc(S(=O)(=O)Nc3nccc(C)n3)cc2)cc(OC)c1OC	-7
Cc1ccc(N(C(=O)CCC(=O)Nc2cc(C)on2)C(C(=O)NC2CCCC2)c2cccs2)cc1 (centres undefined)	-13
S=C(NC1CCCCC1)N(CCc1nc2ccccc2[nH]1)C1CCCC1	7
Cc1nn(C)c(C)c1S(=O)(=O)N(CC(=O)NCCCOC(C)C)c1ccc(C(C)C)cc1	0
COC(=O)c1ccc2c(c1)SC1=C(CCCC1=O)N2	-1

(listing goes on)
SMILES	RAD54 inh
O=C(O)c1ccc(COCC(F)(F)C(F)F)o1	-1
COc1ccc(Cl)cc1C(=O)Nc1ccc(N(C)C(C)=O)cc1	-1
CCOC(=O)C1CCCN(S(=O)(=O)c2c(C)c(C)cc(C)c2C)C1 (centres undefined)	6
O=C(CSc1n[nH]c(C2CCCC2)n1)NC1CCCC1	-1
Cc1cc(C)n(-c2ccc(C(=O)OCC(=O)c3ccc(Br)s3)cc2)n1	-3
C=C(C)CN(CC)c1nc(N)c2c(N)nc3c(c2c1C#N)CC(=O)N3C12CC3CC(CC(C3)C1)C2	-2
N#C/C(C(=O)Oc1ccccc1)=C1/Nc2ccccc2-c2ccccc21	0
Cc1ccc(-c2cc(N)n(-c3ccccc3)n2)cc1	-2
COC(=O)c1ccc(OCC(=O)c2ccccc2)cc1	6
OCCNc1nc(N2CCCC2)nc(N2CCCC2)n1	-3
N#Cc1c(SCC(=O)N2CCCCC2)nsc1SCC(=O)N1CCCCC1	-6
CCN(CC)S(=O)(=O)c1ccc(-c2ccc(S(=O)(=O)N(CC)CC)cc2)cc1	6
COCCOC(=O)C1=C(C)Nc2nc(C)nn2C1c1ccccc1 (centres undefined)	-4
O=C(Cc1ccccc1)Nc1ccc2oc(-c3cccnc3)nc2c1	13
Cc1cccc(NC(=O)NCC(F)(F)F)n1	-5
COc1ccc(OC)c(-n2c(=S)[nH]c3cc(C(=O)N4CCC(C(N)=O)CC4)ccc3c2=O)c1	-6
CCOC(=O)c1sc(=S)n(C)c1NC(=O)c1ccccc1	-2
COc1ccc(C2=CC(c3ccc(OC)c(OC)c3)n3nnnc3N2)c(OC)c1 (centres undefined)	-8
CC(C)(C)c1ccc(OCc2ccc(C(=O)N/N=C3\CC4CC=CC34)cc2)cc1 (centres undefined)	-5
COc1ccc(S(=O)(=O)Nc2cc3c4c(c2)C(C)C(=O)N4CCC3)cc1OC (centres undefined)	-14
COc1ccc(Br)cc1CNC(=O)CCc1nc(-c2ccc(C)cc2)no1	-6
CCn1nnnc1SCC(=O)Nc1ccc2c(c1)OCO2	0
CCOC(=O)NC1CCS(=O)(=O)C1 (centres undefined)	-13
Cc1nc(OCC(=O)c2ccc(Cl)cc2)c(C#N)c2c1COC(C)(C)C2	1
CCOC(=O)N1[C@@H]2C=C(C)[C@@H]2[C@@H]2[C@@H](C)C(=O)N21	-16
O=C1C2ON(c3ccccc3)C(c3cccnc3)C2C(=O)N1c1ccccc1 (centres undefined)	-1
c1csc(-c2cnc3n2CCCC3)c1	-3
COc1ccc(C2=CC(c3ccc(Cl)cc3)n3cnnc3N2)cc1OC (centres undefined)	-6
CC12CCC(C(=O)N(CSC(=S)N/N=C\c3ccccc3Cl)C1=O)C2(C)C (centres undefined)	-4
O=C(c1cc2ccccc2oc1=O)N(Cc1cccs1)Cc1cccs1	-2
CCCn1nc(NC(=O)c2cccs2)c2cc3cc(OC)ccc3nc21	-9
Cc1ccc(Cn2c(SCC(C)C)nc3c2c(=O)[nH]c(=O)n3C)cc1	-19
Cn1c(SCC(=O)N2CCCc3ccccc32)nnc1-c1c[nH]c2ccccc12	-10
CCC(C)OC(=O)C1=C(C)NC(=O)CC1c1ccccc1OC (centres undefined)	-10
Cc1ccc(Cn2c(=O)c3c(nc4n3CCN4Cc3ccco3)n(C)c2=O)cc1	-2
CCOc1cc(CNc2ccccc2)cc(Br)c1OCc1ccc(F)cc1	0
Cc1cc(-c2ccc(Cl)s2)n[nH]1	5
COc1ccc(-c2noc(CCC(=O)NCC3CCN(Cc4cccc(C)c4)CC3)n2)cc1	7
O=C(CCN1C(=O)C2C3C=CC(C3)C2C1=O)NCCN1CCCc2ccccc21 (centres undefined)	-2
O=C(NCc1cccnc1)/C(=C\c1ccc(-c2cccc(Cl)c2)o1)S(=O)(=O)c1ccccc1	3
COc1ccc(-n2nc([N+](=O)[O-])c(=NCCc3ccc(OC)c(OC)c3)n2O)cc1	-2
N#Cc1c(C(F)(F)F)cc(-c2ccccc2)nc1SCC(=O)Nc1sc2c(c1C#N)CCC2	1
Cc1cc(C)cc(-n2c(N)c(C(=O)Nc3c(C)n(C)n(-c4ccccc4)c3=O)c3nc4ccccc4nc32)c1	-4
COc1ccc(NC(=O)CSc2nnc(-c3cccs3)n2C)cc1OC	3
COc1cc(C=O)c(Br)cc1OC1CCCC1	4
Cc1nc2ccccn2c1/C(O)=C1\C(=O)C(=O)N(CCCn2ccnc2)C1c1ccncc1 (centres undefined)	2
Cc1nnc(NC(=O)c2ccccc2Br)s1	-7
COc1cc(/C=N/NC(=O)CSCc2ccc([N+](=O)[O-])cc2)cc(OC)c1OC	-7
Cn1c(=O)n(C)c2cc(/C=N/NC(=O)c3ccc(Cl)cc3Cl)ccc21	13
CCOc1ccc(-n2c(SCC(=O)Nc3ccc4c(c3)OCO4)nc3ccccc3c2=O)cc1	-6
Cc1ccc(N(CC(=O)Nc2ccccc2C(=O)N2CCOCC2)S(C)(=O)=O)cc1	-11
COc1ccc(C2OC(=O)CC2C(=O)NC(C)C)cc1 (centres undefined)	5
COC(=O)Cc1[nH]nc2c1C1(C(=O)N(Cc3ccc(Cl)cc3)c3ccccc31)C(C#N)=C(N)O2 (centres undefined)	-8
Cn1c(=O)c(C(=O)CSc2nnc(Nc3ccccc3)s2)c(N)n(Cc2ccccc2)c1=O	-4
NC(=O)CSc1nnc(Cc2csc(Nc3ccc(F)cc3)n2)n1Cc1ccccc1	1
Cc1cc(C(=O)CSc2nnnn2C)c(C)n1CCc1ccc(F)cc1	1
Cc1ccc(NC(=O)N2CCCC2C(=O)NCCC2=CCCCC2)cc1 (centres undefined)	11
Cc1ccc(C(=O)N/C(=C\c2cccs2)C(=O)NCCCn2ccnc2)cc1C	15
CS(=O)(=O)N1CCC(Oc2cccc(C(=O)NCCCC3CCCC3)c2)CC1	-5
CC1(C(=O)N(CC(=O)NC2CCCC2)Cc2ccco2)CC(=O)N=C2C=CC=CN21 (centres undefined)	-9
(cont.)
SMILES	RAD54 inh
Cn1c(SCc2c(Cl)cccc2Cl)nc(C(F)(F)F)cc1=O	-5
CCSc1nnc([C@H](Cc2c[nH]c3ccccc23)NC(=O)OC(C)(C)C)o1	-2
Cc1occc1-c1nnc(SCC(=O)c2ccccc2)n1CC1CCCO1 (centres undefined)	-6
Cc1cc(C)cc(N2CN=C3SCC(=O)N3C2)c1	3
C=CCSc1nc2ccccc2n1S(=O)(=O)c1ccc(C)cc1	-7
COC(=O)c1ccccc1NC(=O)C1CC=CCC1C(=O)O (centres undefined)	-14
COCCN(CC(=O)Nc1cccc(C)c1)S(=O)(=O)c1ccc(S(=O)(=O)N2CCCC2)cc1	3
COc1ccc(OCCCc2c(C)n[nH]c2C)cc1	6
C#CCSc1nc(-c2ccccc2)cc(C(F)(F)F)c1C#N	-5
CCS(=O)(=O)n1nc(-c2ccc(C)cc2)nc1N	5
COc1ccc([N+](=O)[O-])cc1NC(=O)CSc1ccccc1	0
CCCCCCC/C(C)=N/NC(=O)CC(=O)NCCc1ccccc1	-2
CCN(CCCNC(=O)CCc1nc(-c2ccc(OC)cc2)no1)c1cccc(C)c1	-16
COc1cc(/C=N/O)ccc1OCc1ccc(C(=O)O)cc1	-1
Cc1noc(C)c1C(=O)OCC(=O)/C=C1\N(C)c2ccccc2C1(C)C	6
Cc1ccc(SCc2[nH]nc3c2C2(C(=O)Nc4ccc(F)cc42)C(C#N)=C(N)O3)cc1 (centres undefined)	1
NC(=O)c1ccc(C(F)(F)F)n(Cc2c(Cl)cccc2Cl)c1=O	2
COCCCNC(=O)c1c(N)n(/N=C/c2ccccn2)c2nc3ccccc3nc12	3
COc1ccccc1OCC(=O)OCC(=O)NCCN1C(=O)CSC1=O	-3
CC(C)c1nc(NCCN2CCOCC2)c(C#N)c2c1COC(C)(C)C2	-6
Cc1cc(C)n2nc(CC(=O)NCc3ccc(F)cc3)nc2n1	-12
N#Cc1c(-c2cccc(Br)c2)cc(-c2cccnc2)nc1N	-1
CCOC(=O)c1cc2c(ccn2C)n1CC(=O)N1CCC(C)CC1	-5
CCNC(=O)NC(=O)CSc1ccc(NC(C)=O)cc1	-24
